Screens: PubChem, several laboratories
MBD2 DNA inh = blocks human MBD2 binding to methylated DNA | TR-FRET, MBD2 binding to methylated oligonucleotide | Q9UBB5 | 370,000 compounds, 0.31% hits | inhibition, % at 4.4 µM; in the data active = inhibition above about 13%
PLC-gamma1 inh = inhibitors of human phospholipase C gamma1 | purified PLC-gamma1, fluorogenic substrate, fluorescence | inhibition, % at 12.2 µM | 370,000 compounds, 0.84% hits; in the data active = inhibition above about 9.5%
PLC-beta3 inh = PLC-beta3 (human) inhibition, primary screen | Q01970 | inhibition, % at 12.2 µM | Purified PLC-beta3, fluorogenic substrate, fluorescence | AID 720704 | 370,000 compounds, 0.18% hits; in the data active = inhibition above about 11%;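 also: 0% = median of compound wells on plate and 100% = full blocker control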
hgDAF-12 ag = activates the H. glycines DAF-12 receptor ligand-binding domain; HEK293 GAL4-hgDAF12 UAS-luciferase reporter, agonist luminescence; normalized to butyrate control; activation, % at 6.8 µM; 370,000 compounds, 1.8% hits; AID 687014;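 active = activation above a cutoff set at the mean of all screened compounds plus 3 SD, cut at about 10% in these data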;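 also: 0% = DMSO wells and 100% = sodium butyrate wells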
DAX1 inh-1 = inhibits human nuclear receptor DAX1 | P51843 | HEK293 Gal4-DAX1 luciferase reporter, luminescence | inhibition, % at 6.75 µM | 340,000 compounds, 0.99% hits | AID 504766;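 active = inhibition above the mean over all tested compounds plus 3 SD, cut at about 4.2% in these data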;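 also: 0% = DAX1-transfected cells with DMSO and 100% = empty-vector control cells with DMSO; inhibition shows as a rise in luminescence from relieved DAX1 repression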
Target sequence (P51843 207-470 limits assumed): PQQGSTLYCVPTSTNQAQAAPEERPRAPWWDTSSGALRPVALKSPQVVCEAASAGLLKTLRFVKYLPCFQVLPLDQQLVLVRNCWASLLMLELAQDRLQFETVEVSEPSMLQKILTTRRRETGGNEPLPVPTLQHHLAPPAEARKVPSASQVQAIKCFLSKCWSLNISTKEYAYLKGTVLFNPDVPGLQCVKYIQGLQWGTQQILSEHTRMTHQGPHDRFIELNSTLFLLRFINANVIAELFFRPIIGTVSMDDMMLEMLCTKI
DAX1 inh-2 = blocks DAX1 repression of SF-1 activated StAR promoter | inhibition, % at 6.8 µM | HEK293T StAR-luciferase reporter, SF-1/DAX-1 repression relief | AID 652010 | 370,000 compounds, 1.1% hits;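 active = inhibition above the mean over all tested compounds plus 3 SD, cut at about 3.6% in these data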;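 also: 0% = DAX-1 cells with DMSO and 100% = cells lacking DAX-1 with DMSO; higher inhibition means more luminescence from relief of DAX-1 repression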
SMARCA2 activ = activators of SMARCA2 function; MG213 cells, MMTV-luciferase reporter, dexamethasone, overnight; activation, % at 9.1 µM; 370,000 compounds, 1% hits; in the data active = activation above about 7.8%;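 also: 0% = vehicle wells and 100% = reference activator wells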
hcDAF12 agonist = H. contortus DAF-12 activation, primary screen; HEK293 hcDAF-12 lit1-tk-luc reporter, luminescence; 0% DMSO, 100% Δ7-dafachronic acid; activation, % at 6.8 µM; 370,000 compounds, 1.4% hits; AID 652067;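 active = activation above the mean of all tested compounds plus 3 SD, cut at about 5.5% in these data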;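 also: 100% = response to 3 µM Δ7-dafachronic acid high control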
ADAM17 inh = ADAM17 inhibition, QFRET primary screen; inhibition, % at 6.95 µM; recombinant ADAM17, EDANS/DABCYL FRET peptide cleavage; 370,000 compounds, 0.83% hits;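 active = inhibition above the mean of compounds lying between control limits plus 3 SD, set per campaign, cut at about 8.5% in these data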;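 also: 0% = DMSO-only wells as the low control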
Target sequence (P78536 215-824 limits assumed): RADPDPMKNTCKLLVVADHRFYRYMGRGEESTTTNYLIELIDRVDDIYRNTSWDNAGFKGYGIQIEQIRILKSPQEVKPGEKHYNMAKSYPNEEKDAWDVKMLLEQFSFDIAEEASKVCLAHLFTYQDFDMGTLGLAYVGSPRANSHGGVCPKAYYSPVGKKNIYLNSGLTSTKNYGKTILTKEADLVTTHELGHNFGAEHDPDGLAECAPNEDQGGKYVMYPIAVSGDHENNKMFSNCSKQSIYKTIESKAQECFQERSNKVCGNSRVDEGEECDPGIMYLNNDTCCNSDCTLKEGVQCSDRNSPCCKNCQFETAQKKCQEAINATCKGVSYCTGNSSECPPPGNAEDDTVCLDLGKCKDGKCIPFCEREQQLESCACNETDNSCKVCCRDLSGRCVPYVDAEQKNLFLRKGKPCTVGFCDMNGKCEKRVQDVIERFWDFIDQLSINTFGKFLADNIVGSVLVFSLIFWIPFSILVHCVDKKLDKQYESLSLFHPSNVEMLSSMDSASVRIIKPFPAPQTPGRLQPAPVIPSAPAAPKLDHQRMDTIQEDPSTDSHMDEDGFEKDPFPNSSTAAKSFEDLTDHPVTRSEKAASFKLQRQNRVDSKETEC
ssDAF-12 act = activators of S. stercoralis DAF-12 nuclear receptor | HEK293 ssDAF-12/GRIP1 lit1-tk-luc reporter, luminescence; % of 3 µM dafachronic acid response | activation, % at 6.8 µM | 370,000 compounds, 1% hits | AID 652126;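 active = activation above the mean over all tested compounds plus 3 SD, cut at about 0.9% in these data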;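 also: 0% = DMSO-only wells and 100% = 3 µM delta7-dafachronic acid wells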
Rev-erbA mod = Rev-erb alpha (human) modulation. P20393. Rev-erbα–FITC-DNA binding, fluorescence polarization, 90 min. activity, % at 10 µM. 370,000 compounds, 0.79% hits. AID 1259318;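 active = activity above about 14%, limit read from the data; passing the limit was not always enough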;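 also: 0% = DMSO wells with 35 nM protein and 100% = DMSO wells with 750 nM protein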
Starred values were filed as active, the others as inactive.

Screening COC(=O)c1ccc2c(c1)NC(=O)C(N(CC(C)C)CC(C)C)S2 (stereo not drawn) returned MBD2 DNA inh -4, PLC-gamma1 inh 1, PLC-beta3 inh -6, hgDAF-12 ag -2.5, DAX1 inh-1 5.1*, DAX1 inh-2 0.3, SMARCA2 activ -2, hcDAF12 agonist 0.4, ADAM17 inh -5, ssDAF-12 act -1.1 and Rev-erbA mod -1.
Screening Cc1onc(-c2ccccc2Cl)c1C(=O)Nc1nn[nH]n1 returned MBD2 DNA inh 2, PLC-gamma1 inh 2, PLC-beta3 inh 3, hgDAF-12 ag -0.8, DAX1 inh-1 0.7, DAX1 inh-2 0.2, SMARCA2 activ 3, hcDAF12 agonist 0.0, ADAM17 inh 1, ssDAF-12 act -1.8 and Rev-erbA mod -3.
Screening Cc1cc(-c2csc(N)n2)c(C)n1-c1ccccc1 returned MBD2 DNA inh 2, PLC-gamma1 inh -28, PLC-beta3 inh -30, hgDAF-12 ag 0.5, DAX1 inh-1 -0.5, DAX1 inh-2 -0.6, SMARCA2 activ -4, hcDAF12 agonist -1.7, ADAM17 inh 0, ssDAF-12 act -0.6 and Rev-erbA mod -5.
Cc1cccc(N2CCN(S(=O)(=O)c3ccc4c(c3)OCCO4)CC2)c1C was read as MBD2 DNA inh 2, PLC-gamma1 inh 0, PLC-beta3 inh -13, hgDAF-12 ag -1.0, DAX1 inh-1 0.7, DAX1 inh-2 -0.7, SMARCA2 activ -5, hcDAF12 agonist -1.0, ADAM17 inh -1, ssDAF-12 act -1.2 and Rev-erbA mod 4.
`COc1ccc(NC(=O)CSc2nnc(Cc3ccccc3)c(=O)n2N)c(OC)c1` gave MBD2 DNA inh -1, PLC-gamma1 inh -1, PLC-beta3 inh -6, hgDAF-12 ag 1.2, DAX1 inh-1 -0.6, DAX1 inh-2 -3.8, SMARCA2 activ 2, hcDAF12 agonist -0.8, ADAM17 inh 3, ssDAF-12 act -1.2 and Rev-erbA mod 3.
Screening COc1ccc(NC(=O)COc2ccc(C(=O)NC3CCCc4ccccc43)cc2OC)cc1 (stereo not drawn) returned MBD2 DNA inh -5, PLC-gamma1 inh -2, PLC-beta3 inh -1, hgDAF-12 ag -1.4, DAX1 inh-1 -0.4, DAX1 inh-2 -0.3, SMARCA2 activ 0, hcDAF12 agonist -1.4, ADAM17 inh -1, ssDAF-12 act -0.2 and Rev-erbA mod -1.
`O=C(Nc1nc2c(s1)COc1ccccc1-2)c1cccs1` gave MBD2 DNA inh -3, PLC-gamma1 inh -61, PLC-beta3 inh -66, hgDAF-12 ag 15*, DAX1 inh-1 4.8*, DAX1 inh-2 12*, SMARCA2 activ 7, hcDAF12 agonist -0.4, ADAM17 inh -10, ssDAF-12 act -1.6 and Rev-erbA mod 2.
`O=C(OCC(=O)N1CCc2ccccc21)c1cc(S(=O)(=O)N2CCOCC2)ccc1F` gave MBD2 DNA inh -3, PLC-gamma1 inh -2, PLC-beta3 inh 1, hgDAF-12 ag 1.8, DAX1 inh-1 -1.0, DAX1 inh-2 0.2, SMARCA2 activ -3, hcDAF12 agonist 0.1, ADAM17 inh -4, ssDAF-12 act -0.9 and Rev-erbA mod 0.
For COc1ccc(CCNC(=O)CCN2C(=O)c3cccc4cccc(c34)C2=O)cc1OC the results were MBD2 DNA inh 4, PLC-gamma1 inh 3, PLC-beta3 inh -3, hgDAF-12 ag 3.7, DAX1 inh-1 1.9, DAX1 inh-2 -0.2, SMARCA2 activ 0, hcDAF12 agonist 2.4, ADAM17 inh 0, ssDAF-12 act -1.5 and Rev-erbA mod -3.
CCn1c(SCc2cc(=O)[nH]c3ccccc23)nc2c1c(=O)n(C)c(=O)n2C was read as MBD2 DNA inh -7, PLC-gamma1 inh -2, PLC-beta3 inh 4, hgDAF-12 ag -0.9, DAX1 inh-1 0.9, DAX1 inh-2 -0.1, SMARCA2 activ -1, hcDAF12 agonist -1.0, ADAM17 inh -7, ssDAF-12 act -1.2 and Rev-erbA mod 0.
CCN(CC(=O)Nc1ccccc1C(F)(F)F)C(=O)CCc1nc2ccccc2c(=O)[nH]1 was read as MBD2 DNA inh -1, PLC-gamma1 inh -2, PLC-beta3 inh -6, hgDAF-12 ag -2.8, DAX1 inh-1 0.6, DAX1 inh-2 0.4, SMARCA2 activ 2, hcDAF12 agonist 1.0, ADAM17 inh -4, ssDAF-12 act -0.9 and Rev-erbA mod 2.
Screening COc1ccccc1C(=O)NC(=S)NC12CC3CC(CC(C3)C1)C2 returned MBD2 DNA inh 1, PLC-gamma1 inh 1, PLC-beta3 inh -6, hgDAF-12 ag -0.6, DAX1 inh-1 -0.5, DAX1 inh-2 0.4, SMARCA2 activ 0, hcDAF12 agonist -0.3, ADAM17 inh -1, ssDAF-12 act -0.8 and Rev-erbA mod 4.
`COc1ccc(C(CCNCc2ccccc2)c2ccc(F)cc2)cc1` (stereo not drawn) gave MBD2 DNA inh -7, PLC-gamma1 inh 3, PLC-beta3 inh 3, hgDAF-12 ag 0.2, DAX1 inh-1 -0.8, DAX1 inh-2 0.2, SMARCA2 activ -2, hcDAF12 agonist -1.1, ADAM17 inh 0, ssDAF-12 act -1.7 and Rev-erbA mod 2.
Screening Cc1ccc(N(C(=O)c2ccco2)C2C=CS(=O)(=O)C2)cc1 (stereo not drawn) returned MBD2 DNA inh -3, PLC-gamma1 inh 2, PLC-beta3 inh 3, hgDAF-12 ag -0.6, DAX1 inh-1 0.1, DAX1 inh-2 0.6, SMARCA2 activ -1, hcDAF12 agonist 0.9, ADAM17 inh 1, ssDAF-12 act -0.7 and Rev-erbA mod -3.
Screening CCOc1ccc(-c2c(C(=O)N/N=C/c3ccoc3)nnn2-c2nonc2N)cc1 returned MBD2 DNA inh -9, PLC-gamma1 inh 0, PLC-beta3 inh -9, hgDAF-12 ag 4.7, DAX1 inh-1 -0.5, DAX1 inh-2 -1.1, SMARCA2 activ -2, hcDAF12 agonist -0.2, ADAM17 inh -4, ssDAF-12 act -1.2 and Rev-erbA mod 0.
C#CCOCCOCCOCCNc1nc(N2CCN(C(=O)C(Cc3ccc(O)cc3)n3cc(C(N)C(C)CC)nn3)CC2)nc(N2CCN(C(=O)C(Cc3ccc(O)cc3)n3cc(C(N)C(C)CC)nn3)CC2)n1 (stereo not drawn) was read as MBD2 DNA inh 1, PLC-gamma1 inh 0, PLC-beta3 inh 3, hgDAF-12 ag 0.2, DAX1 inh-1 -1.1, DAX1 inh-2 -0.3, SMARCA2 activ 1, hcDAF12 agonist 0.5, ADAM17 inh 0, ssDAF-12 act -1.4 and Rev-erbA mod -4.
CN1CCN(c2ncnc3c2ncn3[C@H]2CN(Cc3ccc(Cl)cc3)C[C@@H](CO)O2)CC1 was read as MBD2 DNA inh 0, PLC-gamma1 inh 1, PLC-beta3 inh -1, hgDAF-12 ag -1.8, DAX1 inh-2 0.4, SMARCA2 activ 3, hcDAF12 agonist -0.3, ADAM17 inh -3, ssDAF-12 act -0.9 and Rev-erbA mod -4.
COc1ccc(NC(=O)C2CC(=O)N/C(=N/NC(=O)c3ccc(Cl)cc3)S2)cc1 (stereo not drawn) was read as MBD2 DNA inh -1, PLC-gamma1 inh -10, PLC-beta3 inh -28, hgDAF-12 ag 4.8, DAX1 inh-1 -1.1, DAX1 inh-2 1.2, SMARCA2 activ 0, hcDAF12 agonist 1.8, ADAM17 inh 2, ssDAF-12 act -1.4 and Rev-erbA mod 0.
`CCOC(=O)C1=C(c2ccccc2)NC(=O)NC1c1ccc(N(C)C)cc1` (stereo not drawn) gave MBD2 DNA inh 6, PLC-gamma1 inh -2, PLC-beta3 inh -5, hgDAF-12 ag 2.8, DAX1 inh-1 -1.4, DAX1 inh-2 -0.6, SMARCA2 activ 5, hcDAF12 agonist -0.1, ADAM17 inh -1 and ssDAF-12 act -1.1.
CS(=O)(=O)N1CCc2cc(C(=O)N3CCN(c4ccccc4)CC3)ccc21 was read as MBD2 DNA inh 5, PLC-gamma1 inh -5, PLC-beta3 inh -4, hgDAF-12 ag 1.1, DAX1 inh-1 0.7, DAX1 inh-2 1.1, SMARCA2 activ 2, hcDAF12 agonist -1.4, ADAM17 inh 1, ssDAF-12 act -0.4 and Rev-erbA mod 4.
O=C1c2ccccc2NC(c2cccc(O)c2)N1Cc1ccco1 (stereo not drawn) was read as MBD2 DNA inh -10, PLC-gamma1 inh -304, PLC-beta3 inh -414, hgDAF-12 ag -0.9, DAX1 inh-1 -1.0, DAX1 inh-2 -0.4, SMARCA2 activ -1, hcDAF12 agonist -0.9, ADAM17 inh -364, ssDAF-12 act -1.7 and Rev-erbA mod 2.
COCc1nc(-c2ccc(-c3ccc(C)cc3)nc2OC)no1 was read as MBD2 DNA inh 3, PLC-gamma1 inh -17, PLC-beta3 inh -21, hgDAF-12 ag 4.8, DAX1 inh-1 0.4, DAX1 inh-2 -0.3, SMARCA2 activ 2, hcDAF12 agonist -1.9, ADAM17 inh -15, ssDAF-12 act -1.0 and Rev-erbA mod -6.
COCCCNC(=O)c1c(-c2ccccc2)noc1C was read as MBD2 DNA inh 0, PLC-gamma1 inh 0, PLC-beta3 inh -1, hgDAF-12 ag -2.5, DAX1 inh-1 0.9, DAX1 inh-2 -0.4, SMARCA2 activ -2, hcDAF12 agonist -1.1, ADAM17 inh -3, ssDAF-12 act -0.7 and Rev-erbA mod 0.
For O=c1[nH][nH]c(-c2ccccc2)c1C=Nc1ccc(F)cc1F the results were MBD2 DNA inh -1, PLC-gamma1 inh 0, PLC-beta3 inh 4, hgDAF-12 ag -0.3, DAX1 inh-1 -1.4, DAX1 inh-2 -0.3, SMARCA2 activ -2, hcDAF12 agonist -1.8, ADAM17 inh -1, ssDAF-12 act -1.0 and Rev-erbA mod -1.
For Cc1nn(CC(=O)NC2(C#N)CCCCC2)c(C)c1[N+](=O)[O-] the results were MBD2 DNA inh 4, PLC-gamma1 inh -1, PLC-beta3 inh -3, hgDAF-12 ag -1.6, DAX1 inh-1 0.1, DAX1 inh-2 1.8, SMARCA2 activ -1, hcDAF12 agonist -0.9, ADAM17 inh -2, ssDAF-12 act -1.6 and Rev-erbA mod -7.
COc1ccc(S(=O)(=O)Nc2c(C(=O)O)[nH]c3ccccc23)c(OC)c1 was read as MBD2 DNA inh -1, PLC-gamma1 inh -2, PLC-beta3 inh 1, hgDAF-12 ag 3.8, DAX1 inh-1 0.7, DAX1 inh-2 -0.6, SMARCA2 activ -2, hcDAF12 agonist 4.4, ADAM17 inh 0, ssDAF-12 act 0.3 and Rev-erbA mod -1.
Screening CC(C)(C)c1ccc(C(=O)Nc2cccc(-n3cnnn3)c2)cc1 returned MBD2 DNA inh 1, PLC-gamma1 inh 3, PLC-beta3 inh 3, hgDAF-12 ag 7.8, DAX1 inh-1 0.0, DAX1 inh-2 -0.3, SMARCA2 activ 0, hcDAF12 agonist -1.4, ADAM17 inh 6, ssDAF-12 act -1.3 and Rev-erbA mod 0.
